Tcruzi prolif: inhibitors of T. cruzi proliferation | T. cruzi beta-gal in NIH3T3, GalScreen luminescence, 90 h | inhibition, % at 8.34 µM | 77,000 tested, 5.9% active | AID 624255;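 active = mean inhibition above about 93%, with at least 55% of replicates each passing it, limit read from the data, passing the limit was not always enough; inconclusive = only one of those two conditions holds; inactive = neither condition holds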
C diff HTS: inhibitors of Clostridium difficile growth; Clostridium difficile clinical isolate growth, OD600, 24 h; active compounds read low; growth activity, negative = inhibition, % at 16 µg/mL (by protocol); 86,000 tested, 0.25% active;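 active = mean growth activity at or below -80% and every replicate also at or below -80%; inconclusive = mean at or below -80% but some replicate above -80%; inactive = mean growth activity above -80%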;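 also: 0% = DMSO wells and -100% = levofloxacin 16 µg/mL wells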
GASC1 inh: blocks human GASC-1 (KDM4C) demethylase activity | inhibition, % at 12.5 µM | AID 720574 | Q9H3R0 | 96,000 tested, 0.15% active | GST-KDM4C 2-372, H3K9me3 peptide, LANCE TR-FRET;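 active = mean replicate inhibition above about 25%, with at least 55% of replicates also reaching it, limit read from the data, passing the limit was not always enough; inconclusive = only one of those two conditions met; inactive = neither condition met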
Target sequence (Q9H3R0 2-372 limits assumed): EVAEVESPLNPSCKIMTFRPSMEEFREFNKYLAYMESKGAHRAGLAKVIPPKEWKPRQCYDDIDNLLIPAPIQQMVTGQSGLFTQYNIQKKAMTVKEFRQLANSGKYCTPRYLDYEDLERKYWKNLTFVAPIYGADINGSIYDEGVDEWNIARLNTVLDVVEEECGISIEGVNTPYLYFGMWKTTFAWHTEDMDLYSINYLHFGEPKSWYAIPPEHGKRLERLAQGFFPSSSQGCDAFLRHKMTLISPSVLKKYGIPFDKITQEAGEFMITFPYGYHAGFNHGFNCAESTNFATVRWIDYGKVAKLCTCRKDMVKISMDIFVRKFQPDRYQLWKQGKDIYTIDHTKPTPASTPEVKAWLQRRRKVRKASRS
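Compound: one test concentration per compound; Material: GST-GASC-1 enzyme fragment 2-372; Amount: GASC-1 enzyme at 10 nM final in reaction; Also added: H3K9me3 peptide substrate, Fe(II), 2-oxoglutarate; Technique: LANCE TR-FRET; Times: 30 min demethylation and 1 h detection at room temperature.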
Pf Dd2 growth: blocks growth of Plasmodium falciparum Dd2 parasites | P. falciparum Dd2 growth, SYBR Green, 72 h; active compounds read low | activity change, % at 10 µM | 94,000 tested, 2.3% active | AID 1159554; in the data active = activity change below about -80%; inconclusive = no clear call, values can overlap the other calls
Starred values were filed as active, the others as inactive; u = inconclusive; x = not tested or not shown; & = joins results of further samples.

The line under a structure holds: Tcruzi prolif | C diff HTS | GASC1 inh | Pf Dd2 growth
1. C[C@@H]1CN([C@H](C)CO)S(=O)(=O)c2ccc(C#Cc3ccccc3)cc2O[C@H]1CN(C)C(=O)Nc1ccccc1
    122* | -48 | -7.0 | -70
2. CO[C@H]1CN(C)C(=O)c2ccc(NC(C)=O)cc2OC[C@H](C)NC[C@@H]1C
    -23 | -2 | 0.9 | 43
3. O=C(c1ccccn1)N1CC[C@@H]2[C@@H](CO)Nc3ccc(C#Cc4cccnc4)cc3[C@@H]21
    31 | -10 | -0.7 | 18
4. CS(=O)(=O)N1CC(=O)N2[C@H](CO)[C@@H](c3ccc(Br)cc3)[C@@H]2C1
    x | -7 | 0.2 | -39
5. CCN1[C@@H]2c3ccc(-c4ccccc4OC)c(=O)n3C[C@H]1[C@H](CO)[C@H]2C(=O)NCc1ccccn1
    72 | -4 | 0.0 | 9
6. O=C(C[C@H]1CC[C@@H]2[C@H](COC[C@@H](O)CN2Cc2ccc3c(c2)OCO3)O1)N1CCCCC1
    -18 | 2&-3 | -0.3 | x
7. Cc1ccc(S(=O)(=O)N(C)C[C@@H]2OCCCC[C@@H](C)Oc3ccc(NS(=O)(=O)c4cccs4)cc3C(=O)N([C@H](C)CO)C[C@@H]2C)cc1
    61 | x | -0.5 | -56
8. CCC(=O)N1[C@@H](CO)[C@@H](c2ccccc2)C12CN(C(=O)CN1CCOCC1)C2
    x | -2 | -0.6 | 8
9. Cc1noc(C)c1S(=O)(=O)N(C)C[C@H]1OCc2cnnn2CCCC(=O)N([C@H](C)CO)C[C@H]1C
    -34 | x | x | -1
10. C[C@@H](NC(=O)[C@@H]1[C@@H](CO)[C@@H]2Cn3c(cccc3=O)[C@H]1N2C(=O)C1CC1)c1ccccc1
    46 | -2 | -2.1 | 10
11. COc1ccc(S(=O)(=O)Nc2ccc3c(c2)C(=O)N([C@@H](C)CO)C[C@@H](C)[C@@H](CN(C)S(=O)(=O)c2ccc(OC)cc2)OCCCC[C@H](C)O3)cc1
    63 | 0 | 0.0 | -85*
12. COCC(=O)N1CCC2(CC1)CN(C(=O)CN1CCOCC1)[C@@H](CO)c1c2c2ccc(OC)cc2n1C
    x | 3 | -1.2 | -5
13. CCNC(=O)C[C@@H]1CC[C@@H](NC(=O)NC2CCCCC2)[C@H](CO)O1
    16 | 14 | 2.2 | 8
14. COc1ccc(S(=O)(=O)Nc2ccc3c(c2)CC(=O)N([C@H](C)CO)C[C@H](C)[C@@H](CN(C)C(=O)Nc2c(C)noc2C)O3)cc1
    1 | -7 | 1.5 | 14
15. O=C(C1CCC1)N1CC2(C1)[C@H](c1ccccc1)[C@H](CO)N2Cc1cncnc1
    x | -3 | -0.1 | 7
16. C[C@@H]1CN([C@@H](C)CO)C(=O)c2cc(C#C[C@@H](C)O)cnc2O[C@H]1CN(C)C(=O)Nc1ccc(F)cc1
    27 | 3 | x | 20
17. CC(C)C#Cc1ccc([C@H]2[C@@H](CO)N(C(=O)C3CCOCC3)[C@H]2C#N)cc1
    98* | 0 | 1.0 | -21
18. CC(=O)N(C)C[C@H]1Oc2cc(C#CC3CCCC3)ccc2S(=O)(=O)N([C@H](C)CO)C[C@H]1C
    102* | -5 | -0.1 | -21
19. C[C@H]1CN([C@@H](C)CO)S(=O)(=O)c2ccc(C#Cc3ccc(F)cc3)cc2O[C@@H]1CN(C)C(=O)NC1CCCCC1
    80 | -6 | 2.3 | -27
20. C[C@@H]1CN([C@H](C)CO)C(=O)Cc2cc(NC(=O)CCC(F)(F)F)ccc2O[C@H]1CN(C)S(=O)(=O)c1ccc(F)cc1
    -4 | -12 | -1.7 | 4

Complete entries, looked up by structure. Order of screens: Tcruzi prolif | C diff HTS | GASC1 inh | Pf Dd2 growth
`CCNC(=O)C[C@@H]1CC[C@@H](NC(=O)NC2CCCCC2)[C@H](CO)O1` is entered as 16 | 14 | 2.2 | 8
`C[C@@H](NC(=O)[C@@H]1[C@@H](CO)[C@@H]2Cn3c(cccc3=O)[C@H]1N2C(=O)C1CC1)c1ccccc1` is entered as 46 | -2 | -2.1 | 10
`C[C@@H]1CN([C@H](C)CO)S(=O)(=O)c2ccc(C#Cc3ccccc3)cc2O[C@H]1CN(C)C(=O)Nc1ccccc1` is entered as 122* | -48 | -7.0 | -70

Some of these compounds in order of SMILES length, high to low.
The line under a structure holds: Tcruzi prolif | C diff HTS | GASC1 inh | Pf Dd2 growth
5. CCN1[C@@H]2c3ccc(-c4ccccc4OC)c(=O)n3C[C@H]1[C@H](CO)[C@H]2C(=O)NCc1ccccn1
    72 | -4 | 0.0 | 9
2. CO[C@H]1CN(C)C(=O)c2ccc(NC(C)=O)cc2OC[C@H](C)NC[C@@H]1C
    -23 | -2 | 0.9 | 43
13. CCNC(=O)C[C@@H]1CC[C@@H](NC(=O)NC2CCCCC2)[C@H](CO)O1
    16 | 14 | 2.2 | 8

Continued.
The line under a structure holds: Tcruzi prolif | C diff HTS | GASC1 inh | Pf Dd2 growth
21. COc1ccccc1CNC(=O)C[C@@H]1CC[C@@H](NC(=O)CC2CC2)[C@H](CO)O1
    -23 | -2 | -0.5 | 20
22. C[C@H]1CCCCO[C@@H](CN(C)C(=O)Nc2ccc3c(c2)OCO3)[C@@H](C)CN([C@@H](C)CO)C(=O)c2cc(NS(=O)(=O)c3cccs3)ccc2O1
    70 | 9 | -1.2 | -47
23. C[C@H](CO)N1C[C@H](C)[C@H](CN(C)Cc2ccc3c(c2)OCO3)Oc2ncc(C#Cc3ccccc3)cc2C1=O
    23 | 21 | 0.4 | -40
24. C[C@@H]1CCCCO[C@@H](CN(C)C)[C@H](C)CN([C@H](C)CO)C(=O)c2cc(NS(=O)(=O)c3ccc(Cl)cc3)ccc2O1
    92 | 0 | -0.6 | -22
25. COCC#Cc1ccc2c(c1)O[C@H](CN(C)CC1CCOCC1)[C@@H](C)CN([C@@H](C)CO)S2(=O)=O
    -21 | 4 | 1.7 | -35
26. O=C(C[C@@H]1CC[C@H]2[C@@H](COC[C@H](O)CN2C(=O)c2ccccc2F)O1)NCc1ccc(Cl)c(Cl)c1
    -47 | 86&9 | 0.9 | -9
27. COc1cccc(S(=O)(=O)N[C@H]2CC[C@H](CC(=O)NCc3ccccc3)O[C@H]2CO)c1
    10 | -12 | -1.6 | -8
28. COCC(=O)N1CC2(CN(Cc3ccc(Cl)cc3)C2)c2c([nH]c3cc(OC)ccc23)[C@@H]1CO
    x | 0 | -0.3 | -7
29. CCC(=O)N1CCC2(CC1)CN[C@H](CO)c1c2c2ccc(OC)cc2n1C
    x | 3 | -0.3 | -39
30. CO[C@H]1CN(C)C(=O)c2ccc(NC(=O)Nc3cccc(Cl)c3)cc2OC[C@H](C)N(C(=O)Nc2c(C)noc2C)C[C@H]1C
    -3 | x | -1.1 | x
31. COc1ccccc1S(=O)(=O)N(C)C[C@H]1Oc2ncc(-c3ccc(C)cc3)cc2C(=O)N([C@H](C)CO)C[C@H]1C
    61 | -7 | -0.2 | -19
32. N#C[C@@H]1[C@H](c2ccc(C3=CCCC3)cc2)[C@H](CO)N1C(=O)c1ccccn1
    33 | -10 | -2.5 | -11
33. Cc1ccccc1-c1ccc2c(c1)O[C@@H](CN(C)Cc1ccc(C(=O)O)cc1)[C@@H](C)CN([C@H](C)CO)S2(=O)=O
    33 | -1&-11 | 17 | -18&5
34. C[C@@H]1CN([C@H](C)CO)C(=O)Cc2cc(NC(=O)C3CC3)ccc2O[C@H]1CN(C)Cc1ccc(-c2ccccc2)cc1
    16 | 0 | 2.1 | 5
35. CCC(=O)N[C@H]1CC[C@@H](CC(=O)NCCN2CCCCC2)O[C@@H]1CO
    -127 | x | 0.4 | -9
36. O=C(C[C@H]1C=C[C@@H](NC(=O)Nc2cccc(F)c2)[C@@H](CO)O1)NCC1CC1
    x | -5 | -0.2 | 13
37. COc1ccc2c3c([nH]c2c1)[C@H](CO)N(CC1CC1)CC31CN(C(=O)c2ccccc2F)C1
    x | 3 | -0.3 | -52
38. COCC(=O)Nc1ccc2c(c1)C(=O)N(C)C[C@H](OC)[C@H](C)CN(C(=O)NC(C)C)[C@H](C)CO2
    35 | x | 1.1 | -9
39. C[C@@H]1CN([C@H](C)CO)C(=O)c2ccccc2-c2ccccc2CO[C@H]1CN(C)C(=O)Nc1ccnc(N2CCOCC2)c1
    u | -1 | 3.2 | 7
40. COC(=O)C[C@@H]1CC[C@@H]2[C@H](COc3ccc(NC(=O)Nc4cccc(C)c4)cc3C(=O)N2C)O1
    67 | -6 | 1.2 | -27

The listing continues:
The line under a structure holds: Tcruzi prolif | C diff HTS | GASC1 inh | Pf Dd2 growth
41. CC(C)NC(=O)N(C)C[C@@H]1Oc2c(NC(=O)Nc3ccccc3)cccc2C(=O)N([C@H](C)CO)C[C@@H]1C
    44 | 3 | 0.9 | 0
42. COCCNC(=O)c1cc2c(c(-c3cccc(-c4cccc(F)c4)c3)n1)[C@@H](CCO)N(S(=O)C(C)(C)C)C2 (some centres not stated)
    63 | -9 | x | x
43. Cc1ccccc1S(=O)(=O)N1C[C@H](O)COC[C@H]2O[C@H](CC(=O)N3CCOCC3)CC[C@@H]21
    -11 | x | 0.3 | 15
44. CO[C@H]1CN(C)C(=O)c2cc(NC(=O)Nc3cccc(F)c3)ccc2OC[C@@H](C)N(C(=O)C2CC2)C[C@H]1C
    -7 | -12 | -1.4 | -5
45. COc1ccccc1C(=O)Nc1ccc2c(c1)C(=O)N(C)[C@H]1CC[C@H](CC(=O)NCc3ccc(Cl)c(Cl)c3)O[C@H]1CO2
    78 | 4 | -2.8 | -7
46. C[C@@H]1CN([C@H](C)CO)S(=O)(=O)c2ccc(C#CC3CC3)cc2O[C@H]1CN(C)CC1CCOCC1
    u | -4 | 2.3 | -10
47. COc1ccc(-c2ccc3n(c2=O)C[C@@H]2[C@@H](CO)[C@H](C(=O)N4CCOCC4)[C@H]3N2C)cc1
    -17 | -4 | -0.6 | x
48. C[C@@H]1CN([C@H](C)CO)C(=O)Cc2cc(NS(=O)(=O)c3cn(C)cn3)ccc2O[C@@H]1CN(C)C(=O)Nc1ccc2c(c1)OCO2
    10 | 4 | 0.1 | 4
49. CCC(=O)N1CC(=O)N2[C@H](CO)[C@@H](c3ccc(-c4ccc(C(=O)N(C)C)cc4)cc3)[C@@H]2C1
    x | 0 | -0.2 | 24
50. COc1ccc(S(=O)(=O)Nc2ccc3c(c2)CC(=O)N([C@H](C)CO)C[C@@H](C)[C@H](CN(C)Cc2ccc(C(=O)Nc4ccccc4N)cc2)O3)cc1
    x | -5 | 0.3 | 8
51. C[C@H](CO)N1C[C@H](C)[C@H](CN(C)S(=O)(=O)c2ccc(F)cc2)Oc2ncc(C#Cc3cccc(F)c3)cc2C1=O
    63&86 | 0 | -5.3 | -45&-41
52. CN(C)CCCNC(=O)C[C@@H]1CC[C@@H]2[C@H](COc3ccc(NC(=O)NC4CCCC4)cc3C(=O)N2C)O1
    29 | 1 | 1.4 | -23

Screening data (PubChem)

Outcome played no part in choosing rows; overall some 6.7% were active at least once.
